Compound activity as filed in PubChem BioAssay.
Dynein transport – inhibitors of GR-EGFP nuclear translocation, primary screen, dynein cargo transport inhibitor project, imaging, high-content, 3617.4 mouse cells | AID 1381, 2008 | z-score, hits read low | actives 0.47% (n = 220,000) | test concentration mostly 20 µM; stimulated with dexamethasone, 1 µM; active compounds read low;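 active = plate z-score of nuclear minus cytoplasmic receptor signal below a set negative limit, without overly bright fluorescence or cell loss, cut at about -3.5 in these data, passing the limit was not always enough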;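 note: z-score of nuclear minus cytoplasmic ring GR-EGFP intensity difference per well; some compounds called inactive have numbers as strong as hits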
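medium = tetracycline-free induction medium containing charcoal-stripped FBS | probe or stimulus = dexamethasone, 1.0 µM final | timing = 48 h induction, then 1 h compound, then 30 min agonist, 37 °C | detection = automated 10x imaging of fixed Hoechst-stained cells | read-out basis = nuclear versus cytoplasmic GR-EGFP signal, averaged per well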
Autophagy HCS – autophagy modulators in MEF cells, primary screen, imaging, high-content, MEF GFP-LC3; actives 0.98% (n = 190,000); calls only at 10 µM (by protocol); MEF GFP-LC3 puncta imaging; test concentration mostly 10 µM;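 active = percentage of spot-positive cells more than 3 SD above its plate mean, without a fluorescence outlier flag or 80% toxicity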;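 note: spot-positive cell cutoff set from DMSO-treated cells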
WT yeast gro inh – growth inhibition of WT strain, primary screen, mitochondrial fusion inhibitor project, WT and mutant strains, chemical genetic. inhibition, % at 10 µM. actives 2.1% (n = 190,000). mitochondrial fusion phenotypic screen; in the data active = inhibition above about 58%; tested in S. cerevisiae
bCat nuc transl – modulators of beta-catenin nuclear translocation, primary screen, imaging, HeLa cells, immunofluorescence, high-content; AID 1665, 2009; actives 0.3% (n = 190,000); nuclear translocation activity, % at 5 µM;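 active = nuclear translocation activity above 50% at 5 µM, with a well cell count of 50 or more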;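 note: per-cell ratio of nuclear to cytoplasmic median beta-catenin stain intensity; plate controls were DMSO negative control for no effect and GSK-3 inhibitor IX positive control for full effect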
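test system = HeLa cells, endogenous beta-catenin | dosing = single 5 µM dose plus 0.02–20 µM confirmation series | times = compound treatment 24 h, 37°C, 5% CO2 | technique = beta-catenin immunofluorescence imaging with DAPI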
Lipid droplet – inhibitors of hepatocyte lipid droplet formation, primary screen, imaging, high-throughput imaging, BODIPY stain | actives 0.4% (n = 240,000) | AML12 mouse hepatocytes, oleate lipid droplets | inhibition, % at 6.5 µM;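 active = lipid droplet intensity inhibited by at least 50%, with more than 500 cells counted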
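Material – AML12 mouse liver cells · Also added – oleate loading, 100 µM · Compound dosing – 6.5 µM single-point dosing · Times – overnight treatment with compound plus oleate · Measured by – fluorescence imaging, 20x objective, two fields per well · Read-out – percent inhibition of filter-corrected integrated lipid droplet intensity per well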
MT stabilizer – microtubule stabilizers in HeLa cells, primary screen, imaging, high-content imaging. HeLa tubulin immunostaining HCS, 24 h; share of cells brighter than vehicle mean+2SD. % tubulin-high responders, % at 10 µM. actives 0.83% (n = 200,000). AID 2205, 2009;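 active = plate Z-score above 3 for both tubulin-high and condensed-nucleus cell shares, with cell loss under 80%, at 10 µM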;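 note: anti alpha tubulin signal scored within the nucleus-defined area of each cell; some results filed as inactive read as strong as hits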
NOD2 inhibition – NOD2 signaling inhibitors, cell-based, luminescence, uHTS, HEK293 (AID 1566); inhibition, % at 4 µM; hits with a dose series show EC50 in µM; actives 0.63% (n = 290,000); HEK293 NOD2/NF-kB luciferase reporter, luminescence; higher % means a stronger effect; in the data active = inhibition above about 50%; note: many of its hits are not listed in these tables
Yfh1-off respiration – enhancers of respiration in Yfh1-depleted yeast, dose response, Friedreich's ataxia, plus single-dose screen (AID 1465). actives 0.074% (n = 220,000). fold induction at 50 µM, or EC50 in µM where a hit was titrated. S. cerevisiae Yfh1-off respiration, WST-1 reduction, 72 h; higher fold induction means a stronger effect;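 active = fold induction of absorbance versus untreated yeast above a set limit, then at least 30% activation at any dose in follow-up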;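 note: activators that raise dye reduction in frataxin-depleted yeast; strong numbers were not always called active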
Insulin prom up – insulin promoter activators in MIN6 cells, imaging, high-content screening, mouse beta cells. MIN6 insulin promoter-GFP reporter; active compounds read high. z-score at 5 µM. actives 0.3% (n = 190,000). AID 1625, 2009;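 active = z-score above 3 at 5 µM with at least 500 cells counted in the well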
WT yeast gro inh mutant strain – recorded beside WT yeast gro inh, whose call it bears; inhibition, %; mitochondrial fusion phenotypic screen, mutant strain inhibition
Dynein transport cytoplasmic EGFP – recorded beside Dynein transport, whose call it bears; z-score; measured here: cytoplasmic GR-EGFP intensity; active compounds read high
Dynein transport nuclear GR-EGFP – recorded beside Dynein transport, whose call it bears; z-score; measured here: nuclear GR-EGFP intensity;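 lower value marks the stronger effect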
Dynein transport cell count – further read-out of Dynein transport, marked with its call; z-score; measured here: cell count per field
Insulin prom up cell count – recorded beside Insulin prom up, whose call it bears; cell count; measured here: cytotoxicity, nuclei count;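 total cells summed across four imaged fields per well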
Lipid droplet cells 6.5 µM – further read-out of Lipid droplet, marked with its call; cell count; measured here: cell count, cytotoxicity flag;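 cells counted across two imaged fields per well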
bCat nuc transl cell count 5 µM – also measured in bCat nuc transl; calls as there; cell count; measured here: cell count, cytotoxicity flag
MT stabilizer Hoechst-high % – recorded beside MT stabilizer, whose call it bears; % Hoechst-high responders; measured here: nuclear condensation Hoechst responders;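 share of cells brighter than vehicle mean plus two SD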
MT stabilizer cytotoxicity % – recorded beside MT stabilizer, whose call it bears; toxicity, %; measured here: cytotoxicity by cell density;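 0% = mean cell density of plate MIN control wells and 100% = no cells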
Autophagy HCS cell loss 18 h – second read-out of Autophagy HCS, no call of its own (marks repeat the call); toxicity, %; measured here: cell loss, nuclei count;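 cell loss after 18 h compound exposure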
Numbers without * were called inactive; i = inactive; . = no result given; & = joins results of further samples. Only part of the results is shown; the hit share may differ from the screen's.

1	Cc1cccc(NC2=C(NCCO)C(=O)c3ccccc3C2=O)c1
2	Cn1c([N+](=O)[O-])cnc1N1CCN(c2nncs2)C1=O
3	CCOC(=O)N1CCC(NC(=O)c2cc(C(=O)Nc3ccc(F)cc3F)ccc2CO)CC1
4	COc1cccc(C2=NN(C(=O)c3cccs3)C(O)(C(F)(F)F)C2)c1 (stereo not drawn)
5	Cc1cccc(N2CCC(NCc3c(C(=O)N4CCCCC4)nc4c(C)cccn34)CC2)c1
6	O=C(NCc1cccnc1)C1CC(=O)N(CCc2ccccc2)C1 (stereo not drawn)
7	CCOc1ccccc1Nc1nc(-c2sc(NC(=O)c3ccco3)nc2C)cs1
8	S=C(Nc1ccccc1)N1CCn2c1nc1ccccc12
Screen / compound no.	1	2	3	4	5	6	7	8
Dynein transport	-0.68	0.078	-0.12	-0.55	0.14	0.015	-0.11	1.1
Dynein transport cytoplasmic EGFP	-0.23	-0.29	-0.13	0.088	-0.38	-0.12	-0.22	-0.18
Dynein transport nuclear GR-EGFP	-0.63	-0.23	0.12	-0.21	-0.54	0.16	0.23	0.53
Dynein transport cell count	0.4	1.5	0.18	-0.27	0.77	-0.22	0.45	-0.95
Autophagy HCS	i	.	i	i	i	i	i	i
Autophagy HCS cell loss 18 h	22	.	5	-3	-2	7	35	0
WT yeast gro inh	15	.	1	6	20	-9	4	12
WT yeast gro inh mutant strain	-5	.	-3	-13	3	0	-22	-10
bCat nuc transl	-3.3	-0.7	.	0.2	0.0	.	8.2	-1.6
bCat nuc transl cell count 5 µM	526	1116	.	1037	1380	.	934	1000
Lipid droplet	89*	-3	.	9	-12	.	.	.
Lipid droplet cells 6.5 µM	713*	839	.	719	662	.	.	.
MT stabilizer	2.7	.	1.9	6.1	2.9	4.1	14	4.5
MT stabilizer Hoechst-high %	2.7	.	3.7	6.1	2.4	2.6	5.6	1.2
MT stabilizer cytotoxicity %	0.7	.	6.8	5.2	7.6	3.4	13	4.4
NOD2 inhibition	4%	12%	-2%	12%	2%	-6%	-5%	-3%
Yfh1-off respiration	i	i	i	i	i	i	i	i
Insulin prom up	-0.92	0.19	-0.88	.	-0.58	1.1	-1.1	-0.01
Insulin prom up cell count	1376	1363	740	.	1520	916	1313	1287

9	O=C(CCc1nc(-c2ccccc2)no1)NCC1CCCO1 (stereo not drawn)
10	CCOP(=O)(OCC)/C(=N/OC(=O)c1ccccc1C)C(N)=O
11	C=CCN(CC=C)S(=O)(=O)c1ccc(F)cc1
12	O=C(Nc1ccc2oc(=O)ccc2c1)c1ccc(-c2ccc(Cl)cc2)o1
13	CCc1nnc(NC(=O)CSc2nnc(CNc3ccc(OC)cc3)n2C)s1
14	Cc1sc2nc(SCC(=O)c3cc(C)n(CC4CCCO4)c3C)n(C(C)C)c(=O)c2c1C (stereo not drawn)
15	CCc1nc2ccccc2c(C(=O)OCC(=O)Nc2ccc(S(=O)(=O)N3CCOCC3)cc2)c1C
16	O=C(O)CC12CSc3[nH]c(=O)sc3C1c1ccccc1OC2=O (stereo not drawn)
Screen / compound no.	9	10	11	12	13	14	15	16
Dynein transport	-0.48	-1.2	0.28	-0.76	1.4	-0.46	0.028	-0.051
Dynein transport cytoplasmic EGFP	-0.2	-0.26	-0.21	-0.19	-0.25	0.0036	-0.15	-0.14
Dynein transport nuclear GR-EGFP	-0.026	-0.91	0.17	-0.58	1.3	0.018	0.87	-0.0083
Dynein transport cell count	0.29	1.4	0.49	0.29	-0.019	0.18	0.22	-0.27
Autophagy HCS	i	i	i	i	i	i	i	i
Autophagy HCS cell loss 18 h	-6	-6	-7	-2	19	6	14	2
WT yeast gro inh	24	-2	28	-7	14	25	11	0
WT yeast gro inh mutant strain	30	-12	-2	-5	11	15	27	-7
bCat nuc transl	-2.1	-1.4	3.7	3.1	.	-2.8	-1.1	.
bCat nuc transl cell count 5 µM	946	939	1160	1025	.	1021	972	.
Lipid droplet	.	11	8	-27	2	.	.	.
Lipid droplet cells 6.5 µM	.	603	748	585	672	.	.	.
MT stabilizer	4.5	3.3	2.8	2.7	2.3	5.6	2.7	2.6
MT stabilizer Hoechst-high %	1.7	2.5	1.9	3.1	2.5	3.2	4.1	3.0
MT stabilizer cytotoxicity %	5.1	7.6	4.8	5.5	2.4	6.2	4.3	6.4
NOD2 inhibition	-1%	14%	-7%	18%	16%	6%	-9%	-1%
Yfh1-off respiration	.	i	i	i	i	i	.	i
Insulin prom up	0.87	0.11	0.07	0.95	-0.59	-2.2	-2	3.2*
Insulin prom up cell count	1131	1315	1218	1399	1402	978	936	785*

Random excerpt: 2 records from the list, in no set order.
13	CCc1nnc(NC(=O)CSc2nnc(CNc3ccc(OC)cc3)n2C)s1
10	CCOP(=O)(OCC)/C(=N/OC(=O)c1ccccc1C)C(N)=O
Screen / compound no.	13	10
Dynein transport	1.4	-1.2
Dynein transport cytoplasmic EGFP	-0.25	-0.26
Dynein transport nuclear GR-EGFP	1.3	-0.91
Dynein transport cell count	-0.019	1.4
Autophagy HCS	i	i
Autophagy HCS cell loss 18 h	19	-6
WT yeast gro inh	14	-2
WT yeast gro inh mutant strain	11	-12
bCat nuc transl	.	-1.4
bCat nuc transl cell count 5 µM	.	939
Lipid droplet	2	11
Lipid droplet cells 6.5 µM	672	603
MT stabilizer	2.3	3.3
MT stabilizer Hoechst-high %	2.5	2.5
MT stabilizer cytotoxicity %	2.4	7.6
NOD2 inhibition	16%	14%
Yfh1-off respiration	i	i
Insulin prom up	-0.59	0.11
Insulin prom up cell count	1402	1315

The results go on.
17	Cn1c(-c2ccccc2)c(C=O)c2ccccc21
18	O=C(O)CCSc1ccc2ccccc2n1
19	O=C1N2CCSC2=NC1(NS(=O)(=O)c1ccccc1)C(F)(F)F (stereo not drawn)
20	COCCCNC(=O)c1ccc(-n2nc(C(F)(F)F)cc2-c2cccs2)cc1
21	COc1ccccc1N(CC(=O)Nc1ccc2c(c1)OCO2)S(=O)(=O)c1ccccc1
22	O=C(CNC(=O)C1CCCCC1)NCCCO
23	Cc1csc(SCC(=O)Nc2nc3ccccc3s2)n1
24	CCCCOc1ccc(CSCCN=C(N)N)cc1
Screen / compound no.	17	18	19	20	21	22	23	24
Dynein transport	-1.1	2.1&0.61	-0.12	-0.7	-0.84	-0.26	1.1	0.7
Dynein transport cytoplasmic EGFP	-0.38	0.17&0.11	-0.17	-0.15	-0.31	-0.21	-0.28	0.34
Dynein transport nuclear GR-EGFP	-0.42	0.4&0.37	0.51	-0.25	-0.19	0.27	-0.18	1.1
Dynein transport cell count	1.3	-2.3&-0.81	-1.3	0.13	1.3	-0.24	0.39	-1.9
Autophagy HCS	i	i	i	i	i	i	i	i
Autophagy HCS cell loss 18 h	-4	20&1	17	1	20	-13	2	-3
WT yeast gro inh	5	-24&22	2	-4	8	-10	5	26
WT yeast gro inh mutant strain	-3	-22&-12	-15	5	2	-11	-21	22
bCat nuc transl	1.7	-2.9&-0.3	-2.4	3.0	-5.4	-1.0	3.2	2.7
bCat nuc transl cell count 5 µM	1059	984&1354	853	1023	926	1201	1148	943
Lipid droplet	3	.	.	-3	.	.	3	0
Lipid droplet cells 6.5 µM	673	.	.	842	.	.	851	652
MT stabilizer	3.1	5.0&2.2	4.6	1.7	3.3	5.8	4.0	9.3
MT stabilizer Hoechst-high %	2.7	2.9&1.5	2.8	1.6	2.9	3.5	1.5	2.9
MT stabilizer cytotoxicity %	2.3	7.7&7.7	13	7.2	6.4	7.5	3.4	16
NOD2 inhibition	-7%	32%&24%	-11%	17%	4%	-15%	-43%	-49%
Yfh1-off respiration	i	i	i	i	i	i	i	i
Insulin prom up	0.59	0.33&0.17	-0.92	1.1	0.12	0.15	-0.26	-1.2
Insulin prom up cell count	1423	1467&1513	1318	869	1265	1072	1286	891

25	Fc1cccc(/C=N/Nc2ccccn2)c1
26	COc1cccc(/C=c2\sc3nc(-c4cccs4)nn3c2=O)c1OC
27	CC1CCCN(c2ccc([N+](=O)[O-])cc2C(=O)c2ccccc2)C1 (stereo not drawn)
28	CCc1ccc2oc(-c3cc(N)ccc3O)nc2c1
29	Cc1ccc(NC(=O)CN2C(=O)CN(C)C2=O)cc1S(=O)(=O)N1CCCCC1
Screen / compound no.	25	26	27	28	29
Dynein transport	0.22	1.2	-0.81	0.28	-0.84
Dynein transport cytoplasmic EGFP	-0.22	0.026	-0.29	0.073	-0.31
Dynein transport nuclear GR-EGFP	-0.14	1.1	0.31	0.42	-0.32
Dynein transport cell count	-0.47	0.037	0.31	-0.41	1
Autophagy HCS	i	i	i	i	i
Autophagy HCS cell loss 18 h	0	1	49	28	-21
WT yeast gro inh	2	.	40	25	-5
WT yeast gro inh mutant strain	26	.	-10	61	-2
bCat nuc transl	1.3	1.9	60*	13	-0.3
bCat nuc transl cell count 5 µM	1040	1335	227*	1010	1098
Lipid droplet	-5	.	-122	1	9
Lipid droplet cells 6.5 µM	686	.	420	684	772
MT stabilizer	2.7	1.8	6.0	2.9	3.6
MT stabilizer Hoechst-high %	1.4	5.2	43	1.4	0.9
MT stabilizer cytotoxicity %	15	11	33	3.1	5.5
NOD2 inhibition	-47%	-1%	-6%	-51%	6%
Yfh1-off respiration	i	.	i	i	i
Insulin prom up	-1.6	0.52	.	0.65	0.31
Insulin prom up cell count	1313	1607	.	1594	1200
